WT yeast gro inh: growth inhibition of WT yeast, mitochondrial fusion screen | AID 1362 | mitochondrial fusion phenotypic screen, WT strain | inhibition, % at 10 µM | 190,000 compounds, 2.1% hits; in the data active = inhibition above about 58%; tested in S. cerevisiae
West Nile virus CPE: West Nile virus antiviral activity, cell-based, CPE readout (AID 1621). West Nile virus-infected cells, CPE inhibition; higher % means a stronger effect. CPE inhibition, % at 10 µM, or IC50 in µM where a hit was titrated. 290,000 compounds, 0.02% hits; in the data active = a potency from the dose series; note: strong numbers were not always called active
RSV CPE inhibition: inhibition of RSV-induced cytopathic effect – HEp-2 cells, primary 10 µM value included (AID 2391); HEp-2 cells, RSV-induced CPE inhibition; higher % means a stronger effect; CPE inhibition, % at 10 µM; hits with a dose series show IC50 in µM; 310,000 compounds, 0.13% hits; in the data active = a potency from the dose series; note: strong numbers were not always called active
T cell HTS: modulates CD8 T cell binding to vesicles. 2C CD8+ T cell-vesicle binding, flow cytometry; active compounds read low. calls only at 7 µM. 330,000 compounds, 0.068% hits;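 active = response, share of CD8 T cells binding vesicles, and their 90th percentile fluorescence all below set limits, cut at about 80% in these data, passing the limit was not always enough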
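material = purified 2C TCR transgenic mouse naive CD8+ T cells | controls = Unloaded micro-vesicles (low), QL9 vesicles with 0.7% DMSO (high) | detection = cytometric PE anti-B7-1 and Alexa647 anti-CD8 signals after 1% paraformaldehyde fixation | incubation = binding step 1.5 h, 37 °C, antibody labelling 20 min, ice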
MgcRacGAP inhibition: MgcRacGAP GTPase-activating activity inhibitors, confirmation, biochemical, ADP Hunter fluorescence; MgcRacGAP-stimulated Rac1 GTP hydrolysis, ADP Hunter fluorescence; higher % means a stronger effect; GST-tagged Rac1 F28L mutant substrate; AID 624330; one-dose inhibition, % at 30 µM; IC50 in µM for titrated hits; 340,000 compounds, 0.6% hits;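 active = first-screen hits whose inhibition reached a set limit at any dose in the follow-up dose series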;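 note: fluorescence reports GDP produced by GAP-driven GTP hydrolysis; strong numbers were not always called active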
PhoP inhibition: PhoP-dependent GFP reporter repression – Salmonella Typhimurium, primary screen (AID 1863); S. Typhimurium PhoP-regulated promoter GFP reporter, 4 h; higher % means a stronger effect; 300,000 compounds, 0.16% hits; inhibition, % at 50 µM, or IC50 in µM where a hit was titrated;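 active = inhibition over 29.93%, a cutoff 3 SD above the screen mean, later confirmed by dose response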;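 note: 0% = low Mg2+ inducing control and 100% = high Mg2+ repressing control; strong numbers were not always called active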
SV40 large T antigen: SV40 large T antigen inhibitors, biochemical (AID 1903) | SV40 large T antigen ATPase/helicase inhibition assay; higher % means a stronger effect | inhibition, % at 20 µM, or IC50 in µM where a hit was titrated | 310,000 compounds, 0.39% hits; in the data active = a potency from the dose series; note: strong numbers were not always called active
Myeloid diff MLP: compounds promoting myeloid differentiation; 360,000 compounds, 1% hits; calls only at 10 µM; ER-HoxA9 myeloid progenitors, lysozyme-GFP differentiation, flow cytometry; AID 624256;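 active = normalized GFP-positive differentiation at or above the plate's own cutoff, the solvent-only control mean plus 3 SD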;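 note: cells exposed to compound for four days before flow analysis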
b-catenin transl: modulators of beta-catenin nuclear translocation | nuclear translocation activity, % at 5 µM | 190,000 compounds, 0.3% hits | HeLa beta-catenin nuclear translocation, immunofluorescence imaging;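 active = nuclear translocation activity above 50% at 5 µM, with a well cell count of 50 or more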;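 note: per-cell ratio of nuclear to cytoplasmic median beta-catenin stain intensity; plate controls were DMSO negative control for no effect and GSK-3 inhibitor IX positive control for full effect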
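Test system: human HeLa cells, endogenous beta-catenin. Times: 24 h compound exposure, 37°C. Measured by: beta-catenin immunofluorescence imaging with DAPI.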
WT yeast gro inh mutant strain: also measured in WT yeast gro inh; calls as there; inhibition, %; mitochondrial fusion phenotypic screen, mutant strain inhibition
b-catenin transl cell count 5 µM: further read-out of b-catenin transl, marked with its call; cell count; measured here: cell count, cytotoxicity flag
T cell HTS vesicle-bound %: further read-out of T cell HTS, marked with its call; double positive events, %; measured here: CD8+ vesicle-bound cell fraction;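 binding gate set so that unloaded-vesicle control wells show 10% double positive cells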
Myeloid diff MLP GFP+ MAC1+ %: recorded beside Myeloid diff MLP, whose call it bears; GFP+ MAC1+ double positive, %; measured here: differentiation confirmed by MAC1 staining
The depositor's hits bear a star.

Results for O=C(CSc1nc(Nc2ccccc2)nc(N2CCOCC2)n1)N1CCCC1 ?
WT yeast gro inh: -14.8; West Nile virus CPE: 1.5%; RSV CPE inhibition: 3.5%; T cell HTS: inactive; MgcRacGAP inhibition: 6.3%; PhoP inhibition: 1.1%; SV40 large T antigen: 4.6%; Myeloid diff MLP: inactive; b-catenin transl: -0.8; WT yeast gro inh mutant strain: -9.0; b-catenin transl cell count 5 µM: 1100; T cell HTS vesicle-bound %: 34.9; Myeloid diff MLP GFP+ MAC1+ %: 0.0

Results for O=C(COC(=O)c1nc(Cl)ccc1Cl)c1ccc(Cl)s1 ?
WT yeast gro inh: 0.5; West Nile virus CPE: 0.1%; RSV CPE inhibition: 1.4%; T cell HTS: inactive; MgcRacGAP inhibition: 5.9%; PhoP inhibition: -7.9%; SV40 large T antigen: -3.1%; Myeloid diff MLP: inactive; b-catenin transl: -1.9; WT yeast gro inh mutant strain: -5.5; b-catenin transl cell count 5 µM: 1092; T cell HTS vesicle-bound %: 28.9; Myeloid diff MLP GFP+ MAC1+ %: 0.1

What do the screens show for `CC(CC(=O)Nc1nccs1)c1ccccc1` (stereo unspecified)?
West Nile virus CPE: -0.3%; RSV CPE inhibition: -0.1%; T cell HTS: inactive; MgcRacGAP inhibition: 13.1%; PhoP inhibition: 11.7%; SV40 large T antigen: 5.8%; Myeloid diff MLP: inactive; T cell HTS vesicle-bound %: 59.9; Myeloid diff MLP GFP+ MAC1+ %: 0.3

Results for O=C(CCC(=O)Nc1ccc(Br)cc1)N/N=C/c1ccc(F)cc1 ?
West Nile virus CPE: -0.3%; RSV CPE inhibition: 8.6%; T cell HTS: inactive; MgcRacGAP inhibition: 3.1%; PhoP inhibition: -1.4%; SV40 large T antigen: 8.1%; Myeloid diff MLP: inactive; T cell HTS vesicle-bound %: 29.0; Myeloid diff MLP GFP+ MAC1+ %: 0.5

What do the screens show for `Cc1ccc(S(=O)(=O)NC(C)(C)CN2CCC(Cc3ccccc3)CC2)cc1`?
West Nile virus CPE: -0.6%; RSV CPE inhibition: -0.6%; T cell HTS: inactive; MgcRacGAP inhibition: 14.6%; PhoP inhibition: -4.5%; Myeloid diff MLP: inactive; b-catenin transl: 0.6; b-catenin transl cell count 5 µM: 1370; T cell HTS vesicle-bound %: 36.4; Myeloid diff MLP GFP+ MAC1+ %: 0.4

How did Cc1[nH]c2ccccc2c1-c1nc2ccccc2[nH]1 do in these assays?
WT yeast gro inh: 13.2; West Nile virus CPE: 0.0%; RSV CPE inhibition: 0.3%; T cell HTS: inactive; MgcRacGAP inhibition: 3.8%; PhoP inhibition: -1.2%; SV40 large T antigen: 9.3%; Myeloid diff MLP: active; b-catenin transl: -1.2; WT yeast gro inh mutant strain: 2.9; b-catenin transl cell count 5 µM: 1154; T cell HTS vesicle-bound %: 37.9; Myeloid diff MLP GFP+ MAC1+ %: 4.1*

What do the screens show for `S=c1[nH]ccn1-c1ccc(Cl)cc1`?
WT yeast gro inh: 12.7; West Nile virus CPE: -0.5%; RSV CPE inhibition: -1.2%; T cell HTS: inactive; MgcRacGAP inhibition: 5.7%; PhoP inhibition: -1.1%; SV40 large T antigen: -2.1%; Myeloid diff MLP: inactive; b-catenin transl: 2.4; WT yeast gro inh mutant strain: 4.7; b-catenin transl cell count 5 µM: 1034; T cell HTS vesicle-bound %: 37.9; Myeloid diff MLP GFP+ MAC1+ %: 0.7

What do the screens show for `Cc1csc(NC(=O)c2ccccc2O)n1`?
WT yeast gro inh: 41.4; West Nile virus CPE: -0.5%; RSV CPE inhibition: 0.8%; T cell HTS: inactive; MgcRacGAP inhibition: 8.5%; PhoP inhibition: -12.9%; SV40 large T antigen: 1.5%; b-catenin transl: -8.1; WT yeast gro inh mutant strain: 37.0; b-catenin transl cell count 5 µM: 971; T cell HTS vesicle-bound %: 44.3

Results for O=C(O)c1ccc2cccnc2n1 ?
WT yeast gro inh: -13.9; West Nile virus CPE: 0.6%; RSV CPE inhibition: 2.3%; T cell HTS: inactive; MgcRacGAP inhibition: 9.5%; PhoP inhibition: -0.9%; SV40 large T antigen: 4.2%; Myeloid diff MLP: inactive; b-catenin transl: 0.0; WT yeast gro inh mutant strain: 10.1; b-catenin transl cell count 5 µM: 1062; T cell HTS vesicle-bound %: 53.4; Myeloid diff MLP GFP+ MAC1+ %: 0.1

What do the screens show for `Cc1ccc(CNC(=O)CCCn2nc(C)c3c(C)n(-c4ccccc4)nc3c2=O)cc1`?
West Nile virus CPE: 1.2%; RSV CPE inhibition: 2.7%; T cell HTS: inactive; MgcRacGAP inhibition: 10.0%; PhoP inhibition: -4.5%; SV40 large T antigen: 9.4%; Myeloid diff MLP: inactive; T cell HTS vesicle-bound %: 13.3; Myeloid diff MLP GFP+ MAC1+ %: 1.5

Results for Cc1cc(C)c(OCCCCn2cnc3ccccc3c2=O)c(C)c1 ?
WT yeast gro inh: 49.0; West Nile virus CPE: -0.7%; RSV CPE inhibition: -0.2%; T cell HTS: inactive; MgcRacGAP inhibition: -0.1%; PhoP inhibition: -12.2%; SV40 large T antigen: 12.5%; Myeloid diff MLP: inactive; b-catenin transl: 0.1; WT yeast gro inh mutant strain: 33.2; b-catenin transl cell count 5 µM: 1424; T cell HTS vesicle-bound %: 20.8; Myeloid diff MLP GFP+ MAC1+ %: 6.4

How did CS(=O)(=O)N1CCC(C(=O)NCc2ccc(Cl)cc2)CC1 do in these assays?
West Nile virus CPE: 0.5%; RSV CPE inhibition: 1.2%; T cell HTS: inactive; MgcRacGAP inhibition: -1.2%; PhoP inhibition: -11.3%; Myeloid diff MLP: inactive; b-catenin transl: 0.6; b-catenin transl cell count 5 µM: 1250; T cell HTS vesicle-bound %: 26.5; Myeloid diff MLP GFP+ MAC1+ %: 0.2

Results for CC(=O)Nc1ccc(OCc2ccc(S(=O)(=O)Cc3ccccc3)cc2)cc1 ?
WT yeast gro inh: -7.0; West Nile virus CPE: 0.3%; RSV CPE inhibition: 0.4%; T cell HTS: inactive; MgcRacGAP inhibition: 11.8%; PhoP inhibition: -5.3%; SV40 large T antigen: 1.7%; Myeloid diff MLP: inactive; b-catenin transl: 0.2; WT yeast gro inh mutant strain: -3.1; b-catenin transl cell count 5 µM: 1499; T cell HTS vesicle-bound %: 54.8; Myeloid diff MLP GFP+ MAC1+ %: 0.7

Results for O=C(CCC(=O)c1ccc(F)cc1)Nc1cccnc1 ?
WT yeast gro inh: 2.0; West Nile virus CPE: 0.0%; RSV CPE inhibition: 3.4%; T cell HTS: inactive; MgcRacGAP inhibition: 11.6%; PhoP inhibition: 0.4%; SV40 large T antigen: 1.5%; Myeloid diff MLP: inactive; b-catenin transl: -0.8; WT yeast gro inh mutant strain: -8.7; b-catenin transl cell count 5 µM: 944; T cell HTS vesicle-bound %: 61.2; Myeloid diff MLP GFP+ MAC1+ %: 0.7

What do the screens show for `C=CCN1C(=O)C(CC(=O)NCC)SC1=Nc1cc(Cl)ccc1Cl` (stereo unspecified)?
West Nile virus CPE: -1.3%; RSV CPE inhibition: 1.0%; T cell HTS: inactive; MgcRacGAP inhibition: 6.1%; PhoP inhibition: 4.8%; SV40 large T antigen: -3.0%; Myeloid diff MLP: inactive; T cell HTS vesicle-bound %: 54.2; Myeloid diff MLP GFP+ MAC1+ %: 0.8

How did COc1ccccc1N(CC(O)CN1CCOCC1)S(=O)(=O)c1ccccc1 (stereo unspecified) do in these assays?
West Nile virus CPE: -0.3%; RSV CPE inhibition: 1.3%; T cell HTS: inactive; MgcRacGAP inhibition: 3.1%; PhoP inhibition: 6.7%; SV40 large T antigen: 4.7%; Myeloid diff MLP: inactive; T cell HTS vesicle-bound %: 47.1; Myeloid diff MLP GFP+ MAC1+ %: 0.1

Results for FC(F)(F)c1nc(NCc2cccnc2)c2ccccc2n1 ?
West Nile virus CPE: -0.2%; RSV CPE inhibition: 4.0%; T cell HTS: inactive; MgcRacGAP inhibition: 3.4%; PhoP inhibition: 4.0%; SV40 large T antigen: 8.2%; Myeloid diff MLP: inactive; T cell HTS vesicle-bound %: 45.1; Myeloid diff MLP GFP+ MAC1+ %: 0.4

What do the screens show for `COc1ccccc1NC(=O)C(C)Sc1nnnn1C` (stereo unspecified)?
WT yeast gro inh: 9.8; West Nile virus CPE: 0.3%; RSV CPE inhibition: 0.8%; T cell HTS: inactive; MgcRacGAP inhibition: -3.8%; PhoP inhibition: 5.1%; SV40 large T antigen: -0.2%; Myeloid diff MLP: inactive; b-catenin transl: -2.3; WT yeast gro inh mutant strain: 8.5; b-catenin transl cell count 5 µM: 801; T cell HTS vesicle-bound %: 48.0; Myeloid diff MLP GFP+ MAC1+ %: 1.5

Results for O=C(N/N=C/C=C/c1ccco1)c1cnccn1 ?
West Nile virus CPE: -0.1%; T cell HTS: inactive; SV40 large T antigen: 32.4%; Myeloid diff MLP: inactive; b-catenin transl: -2.6; b-catenin transl cell count 5 µM: 1039; T cell HTS vesicle-bound %: 25.1; Myeloid diff MLP GFP+ MAC1+ %: 0.0

How did COc1ccc(Cl)cc1N1C(=O)C2CCCN2C1c1ccccc1F (stereo unspecified) do in these assays?
WT yeast gro inh: -3.9; West Nile virus CPE: -0.7%; RSV CPE inhibition: -0.7%; T cell HTS: inactive; MgcRacGAP inhibition: -0.4%; PhoP inhibition: 3.6%; SV40 large T antigen: 5.9%; Myeloid diff MLP: inactive; WT yeast gro inh mutant strain: -0.1; T cell HTS vesicle-bound %: 42.2; Myeloid diff MLP GFP+ MAC1+ %: 1.8

What do the screens show for `CCN(CC)CCCNC(=O)c1cc2nc(-c3ccccc3)cc(C(F)(F)F)n2n1`?
West Nile virus CPE: 0.0%; RSV CPE inhibition: -1.7%; T cell HTS: inactive; MgcRacGAP inhibition: 8.1%; PhoP inhibition: 5.2%; SV40 large T antigen: 3.5%; Myeloid diff MLP: inactive; T cell HTS vesicle-bound %: 53.9; Myeloid diff MLP GFP+ MAC1+ %: 0.5

A run of entries taken from the entries so far, as a working copy:
How did COc1ccc(Cl)cc1N1C(=O)C2CCCN2C1c1ccccc1F (stereo unspecified) do in these assays?
WT yeast gro inh: -3.9; West Nile virus CPE: -0.7%; RSV CPE inhibition: -0.7%; T cell HTS: inactive; MgcRacGAP inhibition: -0.4%; PhoP inhibition: 3.6%; SV40 large T antigen: 5.9%; Myeloid diff MLP: inactive; WT yeast gro inh mutant strain: -0.1; T cell HTS vesicle-bound %: 42.2; Myeloid diff MLP GFP+ MAC1+ %: 1.8

What do the screens show for `CCN(CC)CCCNC(=O)c1cc2nc(-c3ccccc3)cc(C(F)(F)F)n2n1`?
West Nile virus CPE: 0.0%; RSV CPE inhibition: -1.7%; T cell HTS: inactive; MgcRacGAP inhibition: 8.1%; PhoP inhibition: 5.2%; SV40 large T antigen: 3.5%; Myeloid diff MLP: inactive; T cell HTS vesicle-bound %: 53.9; Myeloid diff MLP GFP+ MAC1+ %: 0.5
